IEC-6 cytotox: cytotoxicity in IEC-6 intestinal epithelial cells, primary screen, cytotoxicity control for KLF5 inhibitor project, cell-based, luminescence; inhibition, % at 5 µM; hit rate 0.78% among 290,000; IEC-6 cytotoxicity, luminescence viability; in the data active = inhibition above about 22%;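 also: 0% = plate median of test compound wells and 100% = cytotoxic reference compound wells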
GSK3beta inhib: human GSK3beta kinase inhibitors, primary screen, biochemical, cell-free homogeneous, HTS. Glycogen synthase kinase-3 beta (Homo sapiens), P49841. GST-GSK3beta kinase, ADP-Glo luminescence, 60 min; active compounds read low. activity score (negative = inhibition), % at 10 µM. hit rate 0.038% among 300,000;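 active = more than half of replicate wells score below -50%, meaning over 50% inhibition versus plate controls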;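 also: 0% = median DMSO wells and -100% = median GW8510 positive control wells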
Target sequence (P49841 whole entry, looked up): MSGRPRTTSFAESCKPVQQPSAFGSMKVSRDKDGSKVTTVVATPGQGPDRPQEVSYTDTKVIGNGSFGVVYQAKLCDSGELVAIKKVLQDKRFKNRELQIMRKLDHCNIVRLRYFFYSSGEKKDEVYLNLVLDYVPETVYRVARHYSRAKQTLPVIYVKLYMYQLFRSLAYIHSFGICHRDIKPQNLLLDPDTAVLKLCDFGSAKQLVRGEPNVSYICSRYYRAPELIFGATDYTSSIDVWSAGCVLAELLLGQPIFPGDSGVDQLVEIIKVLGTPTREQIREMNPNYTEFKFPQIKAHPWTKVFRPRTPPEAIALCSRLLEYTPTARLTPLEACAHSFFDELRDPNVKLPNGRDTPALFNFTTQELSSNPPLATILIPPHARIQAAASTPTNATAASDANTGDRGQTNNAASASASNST
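Assay system: GST-tagged human GSK3beta kinase, cell-free; Input: 1.6 ng GSK3beta; Medium: Tris/MgCl2 kinase buffer; Timing: 60 min enzyme reaction, room temperature; Signal: ADP-Glo luminescence quantifying ADP generated by kinase; Evaluation: score relative to plate controls; Benchmarks: DMSO neutral wells and GW8510 at 20 µM as positive.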
HSF1 inh: HSF1 inhibitors in luciferase reporter cells, primary screen, cell-based, NIH3T3, luminescence; NIH3T3-HGL HSE-luciferase, MG132-induced, luminescence 8 h; active compounds read low; activity change, negative = inhibition, % at 7.5 µM (by protocol); hit rate 0.77% among 300,000; AID 2098, 2009;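 active = more than half of replicate wells show activity change below -50%, luminescence cut by over half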;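 also: luciferase reports HSF-1 transcriptional activity via heat shock element; 0% = median of DMSO wells and -100% = zero luminescence signal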
aSyn UTR inh: MLPCN primary screen, SNCA 5' untranslated region. inhibition, % (tested at 7.5 µM). alpha-synuclein 5'UTR reporter, inhibitor activity. hit rate 0.82% among 300,000. AID 1813, 2009; in the data active = inhibition above about 60%;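 also: H4 neuroglioblastoma cells stably carrying SNCA 5'UTR luciferase fusion; 0% = DMSO wells and 100% = positive control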
KLF5 inhibitor: KLF5 expression inhibitors, primary screen, DLD-1 cells, luminescence; DLD-1 KLF5 promoter-luciferase reporter; inhibition, % at 5 µM; hit rate 0.23% among 290,000; AID 1700, 2009;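 active = inhibition above a per-plate limit of that plate's mean compound inhibition plus 3 SD, cut at about 60% in these data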;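 also: 0% = DMSO wells and 100% = LY294002 at 200 µM; higher means less KLF5 promoter-driven luciferase light; inactives centre near -14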
HSP90 refold inh: HSP90 inhibitors, primary screen, cell lysate, luminescence; Heat shock protein HSP 90 (rabbit reticulocyte lysate; luciferase refolding); Rabbit reticulocyte lysate, luciferase refolding luminescence, 3 h; inhibition, % at 5.6 µM; hit rate 0.91% among 290,000; AID 1789, 2009;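 active = inhibition above the screen-wide mean plus 3 SD, computed separately per campaign, cut at about 16% in these data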;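 also: 0% = DMSO wells and 100% = 60 µM geldanamycin wells; inhibitors lower the luminescence because luciferase stays unfolded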
HSF1 activator: HSF-1 activators, primary screen, NIH3T3-HGL cells, MG132 stress, luminescence, single point; NIH3T3-HGL HSF-1 luciferase reporter, 8 h; 100% = twice DMSO control signal; activation, % at 9 µM; hit rate 1.7% among 300,000;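 active = mean replicate activation of at least 50% with a set share of replicates each reaching 50%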;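 also: 0% = median of the neutral control wells and 100% = twice that signal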
PolyA inhibitor: polyadenylation inhibitors in yeast reporter cells, primary screen, luminescence, S. cerevisiae; S. cerevisiae SKY197-pL101 polyadenylation reporter, beta-gal luminescence; efflux-impaired pdr1/pdr3 knockout yeast; score 100 = 6 SD above DMSO; calls only at 12 µM; hit rate 0.02% among 300,000;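 active = lowest replicate activity score at least 50, where 100 means six control SD above control mean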;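 also: yeast exposed to compound for 9 h at 30 °C; higher score means more reporter readthrough which indicates perturbed polyadenylation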
GSK3A inh: blockers of GSK3A enzyme activity – biochemical, luminescence, cell-free homogeneous, HTS, primary screen. hit rate 0.1% among 320,000. GSK-3 alpha kinase, ADP-Glo luminescence, 60 min. inhibition, % at 10 µM. Glycogen synthase kinase-3 alpha (Homo sapiens), P49840. AID 2650, 2010;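 in the data active = inhibition above about 50%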;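 also: GST-tagged GSK-3 alpha with peptide substrate and 25 µM ATP; 0% = DMSO neutral wells and 100% = GW8510 positive control wells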
Target sequence (P49840 whole entry, looked up): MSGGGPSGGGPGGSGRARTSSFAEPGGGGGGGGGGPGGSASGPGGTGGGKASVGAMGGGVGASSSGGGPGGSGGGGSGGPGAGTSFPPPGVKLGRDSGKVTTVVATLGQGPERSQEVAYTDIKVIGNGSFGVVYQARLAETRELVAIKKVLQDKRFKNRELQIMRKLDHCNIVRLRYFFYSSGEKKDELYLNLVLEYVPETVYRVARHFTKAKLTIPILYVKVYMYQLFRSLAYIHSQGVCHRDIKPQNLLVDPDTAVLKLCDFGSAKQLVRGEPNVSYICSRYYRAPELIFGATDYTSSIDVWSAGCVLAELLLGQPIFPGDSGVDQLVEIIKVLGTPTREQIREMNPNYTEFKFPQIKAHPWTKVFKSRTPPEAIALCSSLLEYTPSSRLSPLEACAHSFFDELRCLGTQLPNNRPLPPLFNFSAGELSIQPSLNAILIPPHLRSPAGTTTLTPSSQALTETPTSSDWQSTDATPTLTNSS
AI-2 QS modul: Vibrio harveyi AI-2 quorum sensing modulators, primary screen, JMH597 strain, luminescence/OD600 ratio | Vibrio harveyi JMH597 AI-2 luminescence/OD600 ratio, 9 h; active compounds read low; strain lacks LuxN and CqsS sensors; 0 = neutral-control median | activity change, % at 7.5 µM | hit rate 0.4% among 300,000; in the data active = activity change below about -75%, passing the limit was not always enough;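 also: luminescence divided by OD600 gain over 9 h not by final OD600 alone; inactives centre near 13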
Active calls of the source: *; i = inactive; nt = no result given.

Every second line gives: AI-2 QS modul | PolyA inhibitor | HSF1 activator | GSK3A inh | aSyn UTR inh | GSK3beta inhib | HSP90 refold inh | KLF5 inhibitor | HSF1 inh | IEC-6 cytotox
CC(=O)Nc1ccc(NC(=O)CN(C)CC(=O)Nc2ccccc2Br)cc1
    -3 | i | -3 | 3 | -5 | 2 | -1 | -43 | -9 | -2
Cn1c(SCC(=O)c2ccc3c(c2)OCO3)nnc1-c1ccccn1
    18 | i | 17 | -2 | -11 | 1 | 3 | -3 | 15 | 1
COc1ccc(-n2c(-c3ccc(Br)cc3)c[n+]3c2SC(C)C3)cc1 (stereo unspecified)
    11 | i | 5 | -7 | -3 | -3 | -5 | -25 | -3 | 5
Cc1cc(C)cc(C(=O)NN2CCOCC2)c1
    8 | i | 3 | -2 | -8 | -1 | 1 | 7 | -6 | -3
CCN(c1cccc(C)c1)S(=O)(=O)c1ccc(-c2coc(C)n2)cc1
    27 | i | -1 | -1 | 12 | -1 | -5 | 3 | 5 | -2
CCOC(=O)C1(CC)NC(c2ccco2)C2C(=O)N(C)C(=O)C21 (stereo unspecified)
    9 | i | -21 | -2 | 17 | -2 | -2 | -24 | 6 | -2
CC(=O)Nc1ccc(NC(=O)CSc2nnc(-c3ccccc3)n2Cc2ccc3c(c2)OCO3)cc1
    35 | i | -2 | 0 | -31 | 4 | -8 | -6 | -1 | -5
Cc1ccc(NC(=O)CSc2nnc(-c3ccco3)n2N)cc1F
    10 | i | 30 | -2 | 11 | -3 | 1 | 0 | 17 | 11
Cc1ccc(NC(=O)N2CCCCCC2)c(C)c1
    19 | i | 20 | 0 | -54 | 2 | -2 | -65 | 7 | 0
O=C(CCS(=O)(=O)c1ccccc1)NC12CC3CC(CC(C3)C1)C2
    1 | i | 22 | -2 | -179 | -2 | 2 | -119 | 28 | -1
CC1COc2ccccc2N1C(=O)c1ccccc1Cl (stereo unspecified)
    -6 | i | 13 | -3 | 3 | -1 | 7 | -5 | 3 | -1
COc1ccc(CC(=O)Oc2ccccc2Cl)cc1S(=O)(=O)N1CCOCC1
    4 | i | -6 | 3 | -1 | 1 | nt | nt | -4 | nt
CC(C(=O)Nc1sc2c(c1C(=O)NCC1CCCO1)CCC2)N1C(=O)c2ccccc2C1=O (stereo unspecified)
    30 | i | 11 | 0 | 15 | 5 | 0 | -15 | 7 | -1
CN(Cc1ccccc1)C(=O)COc1cc(Cl)ccc1Cl
    9 | i | 4 | 1 | -16 | 2 | 2 | -7 | -6 | -2
Cc1c(Nc2ccc3nonc3c2[N+](=O)[O-])c(=O)n(-c2ccccc2)n1C
    23 | i | 5 | -3 | 17 | -4 | 4 | -36 | -5 | 0

2 of these compounds in another layout:
Structure	AI-2 QS modul	PolyA inhibitor	HSF1 activator	GSK3A inh	aSyn UTR inh	GSK3beta inhib	HSP90 refold inh	KLF5 inhibitor	HSF1 inh	IEC-6 cytotox
CC(=O)Nc1ccc(NC(=O)CN(C)CC(=O)Nc2ccccc2Br)cc1	-3	i	-3	3	-5	2	-1	-43	-9	-2
Cn1c(SCC(=O)c2ccc3c(c2)OCO3)nnc1-c1ccccn1	18	i	17	-2	-11	1	3	-3	15	1

More structures.
Every second line gives: AI-2 QS modul | PolyA inhibitor | HSF1 activator | GSK3A inh | aSyn UTR inh | GSK3beta inhib | HSP90 refold inh | KLF5 inhibitor | HSF1 inh | IEC-6 cytotox
COCCN(C(=O)CCC(=O)Nc1cc(C)on1)C(C(=O)NC1CCCC1)c1ccccc1F (stereo unspecified)
    1 | i | 15 | 0 | 13 | 1 | 3 | 9 | 4 | 1
Cc1c(C(=O)N/N=C/c2ccccc2)[nH]c2c([N+](=O)[O-])cccc12
    -3 | i | -13 | -2 | 43 | -4 | 3 | -4 | -8 | 11
CCn1c(SC2CCOC2=O)nnc1-c1ccc(Cl)cc1 (stereo unspecified)
    29 | i | nt | 0 | 10 | 1 | 0 | -1 | nt | 1
N#CCCN1CCN(S(=O)(=O)c2ccc(S(=O)(=O)NCc3ccccc3)cc2)CC1
    14 | nt | 5 | 2 | -5 | -4 | 1 | 2 | -5 | 5
O=S(=O)(NC1CCCCC1)c1ccc(-c2csnn2)s1
    22 | i | 22 | -1 | 22 | 0 | -4 | -1 | -5 | -2
COc1ccccc1NC(=O)CCCc1nc(-c2ccc(OC)c(OC)c2)no1
    10 | i | -4 | -1 | 13 | 1 | 6 | -22 | -5 | 7
COC(CN(C)C(=O)C1CCCN(S(=O)(=O)c2ccc3c(c2)oc(=O)n3C)C1)OC (stereo unspecified)
    26 | i | 3 | -2 | -20 | 0 | -6 | -8 | 0 | -1
Nc1ccccc1C(=O)NC1CCCNC1=O (stereo unspecified)
    28 | i | 10 | 0 | -1 | -1 | nt | nt | -3 | nt
O=C(NCc1cccc(Br)c1)C1CC2Cn3c(nc4ccccc43)C2N1c1ccccc1 (stereo unspecified)
    -1 | i | 16 | -1 | -11 | -1 | nt | nt | 4 | nt
Cc1ccccc1S(=O)(=O)NC1OC(=O)C(Oc2ccccc2)=C1Br (stereo unspecified)
    18 | i | 3 | -3 | 2 | 1 | 1 | 7 | 1 | -2
COc1ccccc1C(=O)Nc1ccc2c(c1)CN(C(=O)CSC)CC2
    7 | i | 5 | 2 | -109 | 7 | -5 | -22 | 5 | 6
O=C(N/N=C/c1cc(Cl)cc([N+](=O)[O-])c1O)c1ccc2c(c1)OCO2
    nt | i | -14 | -3 | 14 | nt | 0 | 35 | -11 | 5
CCOC(=O)CNS(=O)(=O)c1ccc(C)cc1
    11 | i | -2 | 1 | 12 | 1 | 3 | 13 | -5 | 4
COc1ccccc1COn1c(=O)c(-c2ccco2)[n+]([O-])c2ccccc21
    -7 | i | 20 | 3 | -28 | 3 | -2 | -11 | 12 | 0
CCn1ncc(/C=C2/SC(=S)NC2=O)c1C
    -31 | i | -2 | 14 | 29 | 1 | 1 | -5 | 0 | 4

Grouped by structure: the compounds so far containing a nitro group on carbon.
Every second line gives: AI-2 QS modul | PolyA inhibitor | HSF1 activator | GSK3A inh | aSyn UTR inh | GSK3beta inhib | HSP90 refold inh | KLF5 inhibitor | HSF1 inh | IEC-6 cytotox
Cc1c(Nc2ccc3nonc3c2[N+](=O)[O-])c(=O)n(-c2ccccc2)n1C
    23 | i | 5 | -3 | 17 | -4 | 4 | -36 | -5 | 0
Cc1c(C(=O)N/N=C/c2ccccc2)[nH]c2c([N+](=O)[O-])cccc12
    -3 | i | -13 | -2 | 43 | -4 | 3 | -4 | -8 | 11
O=C(N/N=C/c1cc(Cl)cc([N+](=O)[O-])c1O)c1ccc2c(c1)OCO2
    nt | i | -14 | -3 | 14 | nt | 0 | 35 | -11 | 5

Additional results
Every second line gives: AI-2 QS modul | PolyA inhibitor | HSF1 activator | GSK3A inh | aSyn UTR inh | GSK3beta inhib | HSP90 refold inh | KLF5 inhibitor | HSF1 inh | IEC-6 cytotox
O=C(Cc1c(F)cccc1Cl)NC1=NCCS1
    9 | i | 33 | -1 | 0 | 3 | 3 | 6 | 13 | -3
Cc1c(NS(=O)(=O)c2ccc([N+](=O)[O-])cc2)c(=O)n(-c2ccccc2)n1C
    7 | i | -50 | 0 | 12 | -1 | -1 | -1 | -39 | 7
O=C(NNC(=O)c1cnccn1)c1cccc([N+](=O)[O-])c1
    35 | i | -1 | 0 | -9 | 2 | -3 | -20 | -14 | 0
COc1ccc2c(c1)C(=O)N(c1ccccc1OC)C(=O)C2(C)C
    6 | i | 13 | -3 | 17 | 2 | -1 | -10 | 3 | 0
CCOC(=O)c1cc2c(C)n(-c3ccc(C)cc3)c(C)c2ccc1=O
    12 | i | 22 | 5 | -64 | 0 | 3 | -6 | 8 | -4
CC1CN(C(=O)Nc2ccccc2)c2ccccc2-[n+]2ccsc21 (stereo unspecified)
    9 | i | 5 | nt | -24 | 3 | 2 | -12 | 3 | -2
Nc1nc(-c2cccnc2)nn1C(=O)Cc1ccccc1
    9 | i | 22 | -2 | -11 | 0 | 4 | -37 | -5 | 5
CCOc1ccccc1/C=N/Nc1ccc(Cl)nn1
    9 | i | -3 | -1 | -20 | 0 | -2 | 33 | 11 | -2
CC(=O)Nc1ccc(NC(=O)COC(=O)Cc2cccs2)cc1
    26 | i | 9 | 0 | 1 | 1 | -2 | -11 | -2 | 0
COc1ccc2c(=O)c(C(=O)NCCc3ccccc3)c[nH]c2c1
    1 | i | 30 | -2 | -169 | 3 | -1 | -131 | 27 | 4
COc1ccc(CCNC(=O)CCN2C(=O)[C@@H]3Cc4ccccc4CN3C2=O)cc1OC
    18 | i | 5 | 0 | 8 | nt | -2 | 13 | 0 | 2
Cc1c(-c2ccn[nH]2)cc(NC(=O)c2ccc(Cl)cc2)c(=O)n1N
    14 | i | 5 | -2 | 8 | 0 | -1 | -2 | 1 | 2
CCc1sc(C(=O)Nc2ccc(NC(C)=O)cc2)cc1C
    9 | i | -1 | -3 | -2 | 4 | -2 | -32 | 1 | 7
CCOc1ccc(CN2CCCC(CO)(Cc3ccccc3F)C2)cc1 (stereo unspecified)
    7 | i | -6 | -9 | 0 | 0 | -2 | -4 | 5 | -5

The list is partial; count on the stated rates, not on these rows.
